Coupling enz – inhibits coupling enzyme system, counter-screen for aldolase hits; coupling enzyme system counterscreen, AmpLite Red fluorescence; activity change, negative = inhibition, % at 58.2 µM, hits read low; actives 0.67% (n = 290,000); in the data active = activity change below about -30%; also: % is scaled to controls: 0 for no effect and ±100 for the full control effect
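Counterscreen of the coupled detection system alone, without aldolase: glyceraldehyde-3-phosphate coupling enzymes plus AmpLite Red readout. Compounds at 57.5 uM final, 10 min RT preincubation, 20 min RT reaction, fluorescence 525/598 nm.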
Tb PFK block – blocks T. brucei phosphofructokinase. O15648. T. brucei PFK, ADP-Glo luminescence. Potency, µM (top dose mostly 57.5 µM), inactives show top-dose activity, negative = inhibition, actives largely listed as inhibitors. actives 0.17% (n = 330,000);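 also: potency is read from the fitted curve at half-maximal effect; 0% = uninhibited 1x PFK enzyme wells and -100% = no-enzyme wells; nearly all actives have a fitted effect of over 60% in size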
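Luminescent ADP detection (ADP-Glo, two-step: ATP depletion then ADP-to-ATP conversion for luciferase) reported PFK activity after 45 min room-temperature reaction of 1.25 nM enzyme with 0.5 mM F6P and 0.1 mM ATP at pH 8.0.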
GALK inh – galactokinase (human) inhibition. Purified GALK, Kinase-Glo residual ATP luminescence. Potency, µM (titrated, usually from 57.5 µM), without a hit: top-dose activity change, negative = inhibition, most hits filed as inhibitors. actives 0.007% (n = 270,000). AID 1868; also: potency is read from the fitted curve at half-maximal effect; % is scaled to controls: 0 for no effect and ±100 for the full control effect
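GALK at 5 nM final was combined with compound, 35 uM ATP and 100 uM galactose in HEPES pH8.0 with MgCl2 and DTT. The reaction ran one hour at room temperature before luminescent ATP detection.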
B2AR arrestin – agonists driving beta-arrestin recruitment to human beta2-adrenergic receptor; beta-arrestin recruitment to beta2AR, cell-based reporter; P07550; AID 492947; actives 0.02% (n = 330,000); Potency, µM (series often up to 46.1 µM), for the others: at the top dose activation, usual class: activators;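 also: potency is read from the fitted curve at half-maximal effect; 0% = DMSO controls and full agonism = EC100 isoproterenol or metaproterenol; nearly all actives have a fitted effect of over 65% in size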
Menin MLL FP TR – displaces Texas Red mutant MLL peptide from human menin; AID 1768; O00255; Menin + Texas Red MLL mutant peptide, fluorescence polarization; actives 0.23% (n = 270,000); Potency, µM (highest dose often 61.6 µM), for the others: at the top dose FP activity change, negative = inhibition, usual class: inhibitors; active = well fitted inhibition curve with a large enough effect in the polarisation, with a control signal flat, not every such curve was filed as active; inconclusive = small, poorly fitted or top-dose-only effect, or effect the other way, or a change in a side signal; inactive = no such curve, though single readings can be large or run the other way; the % refers to the polarisation; also: potency is read from the fitted curve at half-maximal effect; % of control where 0% means no effect; many of its hits are not listed in these tables
Target sequence (O00255 whole entry, looked up): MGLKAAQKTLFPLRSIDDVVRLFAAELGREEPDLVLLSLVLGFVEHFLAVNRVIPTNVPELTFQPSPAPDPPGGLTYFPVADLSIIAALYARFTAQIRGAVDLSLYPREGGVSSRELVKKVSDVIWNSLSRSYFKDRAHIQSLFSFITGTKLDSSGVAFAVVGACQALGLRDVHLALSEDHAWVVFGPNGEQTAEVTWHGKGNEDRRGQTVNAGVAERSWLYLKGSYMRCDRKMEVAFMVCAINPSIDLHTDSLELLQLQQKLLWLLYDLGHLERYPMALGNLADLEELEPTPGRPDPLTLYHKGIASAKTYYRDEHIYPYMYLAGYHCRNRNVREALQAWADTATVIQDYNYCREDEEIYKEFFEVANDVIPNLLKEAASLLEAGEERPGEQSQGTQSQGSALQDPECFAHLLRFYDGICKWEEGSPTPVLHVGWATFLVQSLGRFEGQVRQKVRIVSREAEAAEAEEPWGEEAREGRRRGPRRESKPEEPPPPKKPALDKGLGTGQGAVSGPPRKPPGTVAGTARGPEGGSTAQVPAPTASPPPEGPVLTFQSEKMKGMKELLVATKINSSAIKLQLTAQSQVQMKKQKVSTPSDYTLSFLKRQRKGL
TSG101-PTAP inh – blocks PTAP/TSG101 interaction to inhibit HIV-1 budding; 340,000 tested, under 10 active; Fluorescence polarization, FITC-PTAP peptide / Tsg101 binding; Potency, µM (doses to about 115 µM), for the others: at the top dose activity change, negative = inhibition, actives largely listed as inhibitors; Q99816; active = well fitted inhibition curve with a large enough effect in the main read-out, with a control signal flat, not every such curve was filed as active; inconclusive = small, poorly fitted or top-dose-only effect, or effect the other way, or a change in a side signal; inactive = no such curve, though single readings can be large or run the other way; also: potency is read from the fitted curve at half-maximal effect; % of control where 0% means no effect
Target sequence (Q99816 whole entry, looked up): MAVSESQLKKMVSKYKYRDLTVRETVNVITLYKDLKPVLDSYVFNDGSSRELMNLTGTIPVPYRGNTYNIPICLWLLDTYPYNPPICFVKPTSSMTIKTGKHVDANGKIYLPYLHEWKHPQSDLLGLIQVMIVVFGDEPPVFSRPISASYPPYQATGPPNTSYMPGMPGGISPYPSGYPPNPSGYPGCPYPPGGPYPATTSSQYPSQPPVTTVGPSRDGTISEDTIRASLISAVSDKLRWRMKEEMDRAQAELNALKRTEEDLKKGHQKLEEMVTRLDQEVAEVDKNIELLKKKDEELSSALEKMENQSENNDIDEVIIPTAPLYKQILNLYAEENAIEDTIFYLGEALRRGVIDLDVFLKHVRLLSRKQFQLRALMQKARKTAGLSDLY
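Fluorescence anisotropy tracks displacement of a FITC-tagged PTAP peptide (50 nM) from the Tsg101 binding domain (10 uM), following a 20 min room-temperature incubation at pH 7.5.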
PKM2 activator – activators of human pyruvate kinase M2. P14618. purified PKM2, Kinase-Glo ATP luminescence, activation; response scale: 0% is enzyme alone, no compound. Potency, µM (highest dose often 57.5 µM), for the others: top-dose activation, usual class: activators. actives 0.34% (n = 260,000). AID 1631; also: potency is read from the fitted curve at half-maximal effect; % is scaled to controls: 0 for no effect and ±100 for the full control effect; nearly all actives have a fitted effect of over 55% in size
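hPK-M2, >95% pure; 0.1 mM ADP / 0.5 mM PEP final; imidazole pH7.2 buffer w/ 7 mM MgCl2, 50 mM KCl; 1 h RT; Kinase-Glo lum. Intermediate enzyme activity for dual inhibitor/activator qHTS.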
S-ASM inh – blocks human secretory acid sphingomyelinase; P17405; placental ASM, HMU-PC fluorogenic substrate, 60 min; Potency, µM (top dose mostly 57.5 µM), for inactives: at the top dose activity change, negative = inhibition, actives largely listed as inhibitors; actives 0.006% (n = 340,000); also: potency is read from the fitted curve at half-maximal effect
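Human placenta-derived ASM enzyme was preincubated with compound for 10 minutes at room temperature, then given fluorogenic substrate HMU-PC0 (9 uM final) for 60 minutes at 37 °C; a pH 10 stop preceded fluorescence reading at Ex 386/Em 447 nm.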
Giardia killer – Giardia lamblia killing | Giardia lamblia trophozoite viability | activity change, % at 7.66 µM, hits read low | actives 0.15% (n = 340,000); in the data active = activity change below about -80%; inconclusive = between about -30% and that limit;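 also: parasites exposed to compound for two days anaerobically before the ATP read; % is scaled to controls: 0 for no effect and ±100 for the full control effect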
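Media and compound were dispensed first, then trophozoites at 100 cells/well; plates sat 48 hrs at 37 deg C without oxygen before ATP luminescence reagent was added and read after 15-30 min at room temperature.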
a7 integrin act – activates integrin-mediated alleviation for muscular dystrophy; alpha7betagal myoblasts, beta-gal FDG fluorescence, 48 h; actives 0.064% (n = 350,000); Potency, µM (series often up to 38.3 µM), for the others: at the highest dose activation, usual class: activators; AID 624291;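 also: potency is read from the fitted curve at half-maximal effect; 100% = response of the positive control SU9516; nearly all actives have a fitted effect of over 60% in size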
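alpha7betagal+/- myoblasts (passage 13, 250/well) treated 48 h at 37C with compounds at 1:260 dilution of DMSO stock. Lysed, then beta-galactosidase activity read as FDG fluorescence (ex 480/em 540) after 30 min, with pre-read for autofluorescence.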
Chronic BCR inh – blocks chronic active B-cell receptor signaling; actives 0.05% (n = 340,000); Potency, µM (highest dose often 46.1 µM), inactives show at the highest dose ratio change, negative = lower green/red ratio, actives largely listed as inhibitors; ABC-DLBCL IkBa-CBG/CBR reporter, luminescence ratio, 4 h; active = well fitted inhibition curve with a large enough effect in the signal ratio, with a control signal flat, not every such curve was filed as active; inconclusive = small, poorly fitted or top-dose-only effect, or effect the other way, or a change in a side signal; the % refers to the signal ratio;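 also: potency is read from the fitted curve at half-maximal effect; plate controls were basal doxycycline-induced cells for no effect and cells given 10 µM MG132 for full effect; MG132 reads +100%, hits lower the ratio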
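Doxycycline induced both beetle luciferases in TMD8 lymphoma cells; IKK-driven degradation limits the IkappaBalpha-fused green signal, while red luminescence normalises for cell number and nonspecific effects. Compounds tested up to 46 uM, 4 hrs.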
Active calls of the source: *; u = inconclusive; x = not tested or not shown; & = joins results of further samples; [ ] = remark or other dose. Unless noted, calls follow the shape of the dose curve; as a rule, active = well fitted curve in the direction sought with a large enough effect; inconclusive = small, poorly fitted or top-dose-only effect, or another doubt; inactive = no such curve, though single readings can be large; an effect the other way counts as inactive or inconclusive. This is a subset, so the mix of outcomes need not match the whole.

SMILES	Coupling enz	Tb PFK block	GALK inh	B2AR arrestin	Menin MLL FP TR	TSG101-PTAP inh	PKM2 activator	S-ASM inh	Giardia killer	a7 integrin act	Chronic BCR inh
CC(=O)Oc1ccc(/C=N/NC(=O)C2CCCN2S(=O)(=O)c2ccc(Cl)cc2)cc1 (stereo unspecified)	0	1%	0%	5.9%	-1%	-3%	-9%	0%	-14	23%	11%
CCc1ccc(C(=O)NNc2ccccc2F)cc1	4	1%	-1%	-0.3%	x	1%	-1%	1%	-8	-10%	u
S=c1[nH]nc(-c2ccco2)n1-c1ccc(Cl)cc1	6	-10%	9%	-0.4%	22%	-4%	-17%	-2%	2	18%	-1%
Cc1cc(C(=O)NCCN2CCN(c3cccc(Cl)c3)CC2)n(-c2ccccc2)n1	-6	-14%	-1%	-0.7%	2%	0%	-25%	1%	0	-46%	u
COc1cc2c(cc1OC)-c1cc(Nc3ccccc3Br)nc(=O)n1CC2	3	0%	1%	-0.2%	u	-4%	x	85%[activator]	-7	-32%[inhibitor]	u
COc1ccc(-c2nnc(SCc3cc(C)ccc3C)n2N)cc1	2	-3%	-4%	-0.1%	-15%	-5%	5%	-1%	-17	-34%	0%
CCN(CC(=O)N1CCC(C(N)=O)CC1)S(=O)(=O)c1ccc(Cl)cc1	x	1%	-1%	-0.1%	x	1%	x	0%	-2	0%	8%
N/C(=N\OC(=O)c1ccc(F)cc1)c1ccc(Br)cc1	1	1%	1%	-0.3%	-10%	-4%	5%	-2%	-2	4%	1%
c1cncc(Nc2nc(-c3cccs3)cs2)c1	-8	17%	0%	0.2%	u	-2%	-17%	2%	9	17%[7.66 µM]	u
Cc1cc(C)cc(C(=O)NC(CC(N)=O)c2ccc(N3CCN(c4ccccn4)CC3)c([N+](=O)[O-])c2)c1 (stereo unspecified)	7	1%	x	-0.4%	-8%	-4%	2%	-1%	16	5%	-15%
O=C(/C=C/c1ccc(Cl)c([N+](=O)[O-])c1)Nc1ccc(N2CCCC2)cc1	0	u	1%	-1.3%	u	-4%	7%	-3%	4	-4%	u
O=c1c2ccccc2oc2nc(-c3ccco3)n(CCc3ccccc3)c(=O)c12	1	0%	0%	0.0%	-6%	x	-2%	x	x	x	u
Cc1cc(C)nc(NC(=O)c2csnn2)c1	2	1%	1%	-0.1%	21%	-3%	x	0%	-2	-19%	2%
CC(=O)Nc1cc2c3c(c1)CCC(=O)N3CCC2	2	1%	0%	-0.3%	6%	-1%	x	0%	1	14%	-4%
O=C(COc1ccc2ccc(=O)oc2c1)N1CCN(c2ccc(F)cc2)CC1	x	3%	0%	0.4%	x	1%	x	-3%	-4	1%	5%
O=C(NCCC1=CCCCC1)c1cccc2c1C(=O)N(C1CCCCC1)C2	0	-3%	6%	-0.8%	u	-6%	-4%	-15%	-3	16%	-2%
CCCn1c(SCC(=O)NCc2ccccc2Cl)n[nH]c1=O	0	2%	1%	-0.6%	-4%	-3%	0%	1%	3	12%	-8%
CCC(C(=O)NCc1ccc(F)cc1)N(Cc1cccs1)C(=O)c1snc(C(N)=O)c1N (stereo unspecified)	0	0%	5%	0.2%	-10%	-2%	x	201%[activator]	9	-4%	-3%
O=c1oc2ccccc2cc1N1CCOCC1	-5	-1%	0%	0.5%	-4%	-2%	-6%	1%	-11	-9%	-11%
CCC1CCCCN1C(=O)Cn1c(=O)n(CCCC(=O)NCc2ccco2)c(=O)c2sccc21 (stereo unspecified)	2	-1%	14%	-0.5%	-16%	-6%	1%	1%	5	2%	1%
O=C(O)/C=C/c1coc2ccc(F)cc2c1=O	-3	-3%	-1%	3.0%	-15%	-1%	-11%	9%	-18	-16%	u
COc1cc(/C=N/NC(=S)NCCc2ccccc2)cc(OC)c1OC	3	2%	8%	4.3%	47%[activator]	0%	x	-28%	-1	33%	u
C/C=C(\C)C(=O)Nc1cccc(C2=NOC3(C2)C[C@@H](C(N)=O)N(C(=O)c2cc([N+](=O)[O-])cc([N+](=O)[O-])c2C)C3)c1 (stereo partly specified)	-3	-6%	-3%	-0.1%	x	-4%	2%	-1%	9	6%	u
COc1cc2c(cc1OC)C(C)N(C(=S)Nc1ccccc1)CC2 (stereo unspecified)	2	-2%	-7%	-0.9%	12%	0%	10%	-2%	12	-5%	-1%
Cc1cc(-c2ccc(S(=O)(=O)N3CCCCC3)s2)on1	4	-2%	8%	-0.4%	1%	-1%	0%[0.46 µM]	-2%	-20	38%	3%
SMILES	Coupling enz	Tb PFK block	GALK inh	B2AR arrestin	Menin MLL FP TR	TSG101-PTAP inh	PKM2 activator	S-ASM inh	Giardia killer	a7 integrin act	Chronic BCR inh
O=C(Nc1ccccc1)N1CCn2c1nc1ccccc12	3	14%	-2%	0.0%	-17%	-5%	1%	-7%	-1	-12%	u
COc1ccccc1OCCCOc1ccc(/C=C2\SC(=O)NC2=O)cc1OC	4	1%	-2%	-0.4%	u	-2%	-4%	-1%	-11	-3%	u
COc1ccc(C(=O)CSc2nnc(NC(=O)C3CC(=O)N(c4ccccc4)C3)s2)cc1 (stereo unspecified)	5	-8%	0%	-0.1%	5%	-5%	-4%	2%	8	21%	1%
Cc1ccc(SCC(=O)OCC(=O)N(CCC#N)c2ccccc2)cc1C	x	-4%	x	-0.4%	x	-2%	x	-2%	1	27%	2%
CCc1ccc(NC(=S)Nc2cccc3cnccc23)cc1	-49*	-1%	10%	-0.2%	8%	1%	x	-4%	6	-20%	7%
c1ccc(Nc2ncnc3[nH]ncc23)cc1	0	3%	-1%	-1.0%	x	-2%	-4%	7%	3	-27%	-4%
COC(=O)c1ccc(NC(=O)CSc2nc3cccnc3n2C)cc1	0	u	-1%	-1.2%	6%	-3%	-1%	-1%	23	-21%	-6%
Cc1cccc(-c2nc(NCCCN(C)C)c3ccccc3n2)c1	0	2%	0%	0.3%	1%	-11%	0%	4%	-5	-50%[inhibitor]	-1%
C#CCOCCOCCOCCNc1nc(N2CCN(C(=O)CCCCCCCCCCNC(=O)Cn3cc(CCCCCN)nn3)CC2)nc(N2CCN(C(=O)CCCCCCCCCCNC(=O)[C@@H]([C@H](C)O)n3cc(C)nn3)CC2)n1	x	-20%	x	-0.9%	x	x	x	-6%	-13	-7%	u
CC(=O)Nc1cccc(NC(=O)C2CCCN2C(=O)Nc2cccc(C)c2)c1 (stereo unspecified)	0	4%	1%	-0.5%	3%	-3%	-2%	2%	-11	17%	0%
COc1ccc(NC(=O)C2CCCN2S(=O)(=O)c2ccc3c(c2)CCC(=O)N3)c(OC)c1 (stereo unspecified)	0	-11%	2%	0.6%	-9%	-2%	0%	0%	-10	0%	13%
COc1ccc(C2C(C(=O)NCC3CCCO3)c3cc(OC)c(OC)cc3C(=O)N2C)cc1OC (stereo unspecified)	0	2%	1%	0.4%	7%	-3%	-4%	5%	11	14%	2%
CC(C(=O)O)c1ccc2c(c1)[nH]c1ccc(Cl)cc12 (stereo unspecified)	8&6	8%	x	-0.6%	19%&34%	-1%	3%	11%	-12	x	-12%
O=C(C1=C[C@H](c2ccc3c(c2)OCO3)C[C@H](OCc2ccc(CO)cc2)O1)N1CCN(Cc2ccc3c(c2)OCO3)CC1	1	1%	4%	0.2%	0%	x	-1%	1%	13	-2%	u
Cc1ccc(C)c(N2CCN(C(=O)CCS(=O)(=O)c3cccc4nonc34)CC2)c1	-6	-3%	0%	-0.2%	33%[activator]	1%	6%	-2%	28	-15%	-3%
COc1ccc(NC(=S)NC23CN4CN(CN(C4)C2)C3)cc1	-1	0%	x	-2.6%	-12%	0%	-1%	3%	-2	6%	0%
O=C(NNS(=O)(=O)c1ccccc1)c1ccccc1-n1cccc1	0	1%	3%	-0.7%	6%	-6%	-1%	-2%	-6	27%	0%
Cc1ccc(S(=O)(=O)N(C)c2cc(S(=O)(=O)N3CCOCC3)c(C)cc2C)cc1	-1	1%	0%	-0.4%	-5%	-8%	-6%	1%	12	2%	4%
CS(=O)(=O)N1CCC(C(=O)N2CCN(Cc3ccccc3)CC2)CC1	1	-4%	1%	0.4%	-21%	-2%	0%	1%	2	-6%	3%
O=C(OCCCc1cc2ccccc2c(=O)o1)c1ccccc1C(F)(F)F	x	1%	x	-0.7%	x	x	x	-8%	-24	11%	u
